Screening results (PubChem)
Growth percent in the NCI-60 one-dose screen (48 h, 10 µM unless noted): 100 = growth as untreated, 0 = no growth, -100 = all killed.
NCI-H226 = NCI-H226 lung cancer; 79,000 tested, 3.5% active; AID 1794732
NCI-H460 = NCI-H460 lung cancer; 82,000 tested, 6.8% active
NCI-H322M = NCI-H322M lung cancer; 80,000 tested, 2.7% active
NCI/ADR-RES = NCI/ADR-RES ovarian cells; 81,000 tested, 4.4% active; AID 1794790
NCI-H23 = NCI-H23 lung cancer | 80,000 tested, 4% active
COLO 205 = COLO 205 colon cancer. 79,000 tested, 7.3% active. AID 1794742
HCT-116 = HCT-116 colon cancer; 82,000 tested, 7.3% active
NCI-H522 = NCI-H522 lung cancer. 78,000 tested, 8% active. AID 1794739
HCT-15 = HCT-15 colon cancer | 82,000 tested, 5.2% active
An asterisk follows results filed as active; / = no result given; & = joins results of further samples. Rule for the calls: active = growth percent below 10; inactive = the rest. Random draw from the library. About 12% of those tested had a hit in this group.

SMILES	NCI-H226	NCI-H460	NCI-H322M	NCI/ADR-RES	NCI-H23	COLO 205	HCT-116	NCI-H522	HCT-15
Cc1ccc2c(Cn3cc(CSc4nc5cc(Cl)ccc5o4)nn3)cc(=O)oc2c1	98.0	106.4	107.6	96.3	92.6	109.0	97.8	99.6	102.2
CCC(=O)NN=C(C)C	101.6	100.8	116.6	99.6	95.0	108.5	109.8	102.2	107.0
COc1ccc2cc(C(C)C(=O)Nc3ccc(S(=O)(=O)Nc4nccs4)cc3)ccc2c1 (stereo unspecified)	105.0	110.2	104.2	107.4	101.6	114.4	94.2	71.0	93.5
O=C(Sc1ccc(Cl)cc1)c1ccco1	111.1	/	109.1	103.0	93.8	121.8	102.1	93.8	99.2
COc1ccc(NC(=O)Cn2nncc2CN2C(=O)CSC2=O)cc1	112.2	101.2	102.1	106.7	107.1	103.3	104.5	94.5	104.8
CNc1c(Cl)c(Cl)cc(Cl)c1Cl	104.2	108.2	97.0	102.2	97.3	106.2	101.1	99.0	105.4
CCOc1ccc(CO)cc1	96.4	103.0	115.4	100.8	98.2	108.6	104.3	94.0	102.6
O=C(NNC(=O)c1ccncc1)OCCOCCOC(=O)NNC(=O)c1ccncc1	109.6	101.7	100.6	100.1	99.1	111.5	108.4	92.6	100.0
Cc1ccc(-c2cc(-c3ccc(C)cc3)nc(NCCNc3ccnc4cc(Cl)ccc34)n2)cc1	-59.2*	-68.8*	14.9	-63.1*	-12.0*	-85.8*	-84.5*	-63.6*	-84.9*
CC1C/C(=C\c2ccc([N+](=O)[O-])cc2)C(=O)O1 (stereo unspecified)	96.4&97.7	101.2&110.6	97.8&116.1	95.4&105.9	95.0&101.2	98.3&104.8	92.1&104.4	109.7	100.7&106.5
CCCCn1c(N)c(N(CC)C(=O)COc2ccc(C)c(C)c2)c(=O)[nH]c1=O	84.3	92.3	123.7	93.1	99.0	94.5	94.2	86.4	103.8
COc1ccc(C2=CC(c3ccc(OC)cc3Br)N3C(C)=CSC3=N2)cc1 (stereo unspecified)	94.2	104.2	90.4	92.1	95.8	107.2	93.9	100.4	92.8
C=C(C)[C@@H]1CC[C@]2(C(=O)NC3CCCCC3)CC[C@]3(C)[C@H](CC[C@@H]4[C@@](C)(CCC#N)[C@H](C(=C)C)CC[C@]43C)[C@@H]12	72.6	90.7	86.7	102.5	99.9	99.6	90.1	89.6	93.7
CC(C)CCC[C@@H](C)[C@H]1CC[C@H]2[C@@H]3CC=C4c5sc(Nc6ccccc6)nc5CC[C@]4(C)[C@H]3CC[C@]12C	102.4	106.6	104.9	104.7	104.4	99.5	99.3	101.8	105.0
CCOC(=O)c1c(C)nn(CC(O)c2ccccc2)c1NC(=O)Nc1cccc2ccccc12 (stereo unspecified)	86.0	101.5	90.8	97.6	99.7	110.4	81.2	84.2	99.7
COc1ccccc1/C=C1\Oc2cc(O)ccc2C1=O	/	108.5	108.4	106.5	100.6	/	100.6	105.3	98.9
CN(C)c1ccc(/C=C/C(=O)c2cccc(Nc3nc(Nc4ccccc4)nc(Nc4ccccc4)n3)c2)cc1	94.0	98.4	93.5	76.4	82.7	81.5	83.2	87.3	80.5
Nc1nc(-c2ccc(Cl)nc2)nn1-c1nc2ccccc2s1	/	57.4	91.4	82.7	95.1	93.5	29.7	/	92.4
Cc1n[nH]c(=S)[nH]c1=O	102.1	103.6	111.1	101.2	96.8	112.1	95.1	100.7	112.3
COc1ccc(NC(=O)Cc2ccc(N=C(N)N=C(N)N)cc2)cc1	108.0	107.1	109.3	108.3	100.8	111.4	103.7	102.9	101.9
Cc1cc2nc3c4cc(Br)ccc4n(CCN(C)C)c3nc2cc1C	58.2	20.4	48.9	45.9	59.1	16.4	27.1	69.8	18.5
COc1cc(NC2CCC(=O)N2c2ccc(Cl)cc2Cl)cc(OC)c1OC (stereo unspecified)	99.9	101.8	97.3	99.5	99.4	97.7	97.1	99.9	108.1
CCOC(=O)C1=C(Nc2cccc3c(NC4=C(C(=O)OCC)C(=O)CO4)cccc23)OCC1=O	106.1	110.4	102.9	110.4	113.8	120.8	100.5	107.7	106.0
CC(=O)NC(Cc1cc(I)c(OC(C)=O)c(I)c1)C(=O)O (stereo unspecified)	110.8	118.6	102.2	108.4	101.5	115.5	80.2	83.8	107.4
COc1ccc(/C=N/N2C(=O)/C(=C/c3ccc(Cl)cc3)C=C2c2ccc(OC)cc2)cc1	87.4	101.1	89.4	104.3	95.9	106.2	92.9	78.2	99.7
O=C(NC1CCCCC1)/C(=C\c1ccccc1)NC(=O)c1ccccc1	101.9	103.5	105.4	94.2	98.5	94.6	109.3	86.5	99.7
COc1cc(/C=C/C(=O)c2ccc(C(F)(F)F)cc2)ccc1Oc1nc(Nc2ccc(F)cc2)nc(N(C)C)n1	71.7	82.7	82.8	66.7	64.6	134.1	7.1*	76.7	70.0
CNC(=O)c1cc(Oc2ccc3nc(Nc4ccc(Cl)c(C(F)(F)F)c4)ccc3c2)ccn1	56.9	55.8	89.2	65.5	72.5	52.6	45.1	22.7	41.2
O=C1C(=O)N(CN2CCN(c3cc(=O)[nH]c4ccc(F)cc34)CC2)c2ccccc21	108.7	106.5	98.0	98.6	108.0	104.9	100.2	97.8	103.1
COc1ccc(-n2ncn(Cc3cc(=O)oc4ccc5ccccc5c34)c2=O)cc1	82.9	96.3	86.8	88.3	90.2	/	92.9	69.4	101.5
Cc1sc2nc(/C=C/c3ccc(Cl)cc3)[nH]c(=O)c2c1C	97.2	98.7	92.6	98.9	88.7	120.2	100.3	100.7	87.7
Nc1ncnc2c1N=C(c1ccc([N+](=O)[O-])cc1)CC(c1ccc3c(c1)OCO3)N2 (stereo unspecified)	86.5	96.2	87.3	77.6	83.8	96.2	83.3	84.9	102.7
O=C1OC(=O)[C@@H]2CC=CC[C@H]12	96.5	111.8	117.7	110.4	101.5	102.1	99.0	98.6	107.8
CC(=O)Nc1ccc(CC[C@H]2CCC/C=C/[C@@H]3C[C@H](O)C[C@H]3[C@H](O)/C=C/C(=O)O2)cc1	10.1	13.3	/	18.7	-19.0*	/	-67.9*	-39.3*	9.7*
COc1ccc(-c2[nH]ncc2CNc2cc3cc(OC)c(OC)cc3c(C)n2)cc1	92.8	101.8	85.2	95.5	88.6	95.0	82.8	83.0	95.2
CN1CCN(c2ccc(Nc3nc(NCCCNS(=O)(=O)c4ccc(F)cc4)c4sccc4n3)cc2)CC1	99.4	72.0	87.6	87.8	87.0	50.5	20.8	71.0	25.5
CC(C)(C)n1cc(-c2ccnc(NCCCNS(=O)(=O)c3ccc(Br)cc3)n2)c(-c2ccc(Cl)c(O)c2)n1	91.1	68.5	91.9	77.5	79.2	97.4	55.8	86.5	64.2
O=C(O)CCc1ccccc1Cl	102.0	104.6	115.9	106.4	103.8	124.2	101.2	104.4	106.3
COc1ccc(/C=C2\N=C3N(NC(SC)=C(C#N)C(=N)N3c3ccccc3)C2=O)cc1	74.9	101.0	101.0	101.7	92.9	113.6	99.2	92.3	106.2
COc1ccc(-c2csc(NC(=O)c3cc(O)c(O)c(O)c3)n2)cc1	82.3	53.7	76.9	62.2	78.5	91.4	49.5	-22.9*	30.4
COc1ccc(C/C(C)=C(/c2ccc(OCCN3CCCCCC3)cc2)c2ccc(OC(=O)c3ccccc3)cc2)cc1	109.7	110.4	101.7	111.1	109.0	113.3	93.3	75.6	100.3
COc1ccc(C2=C(Nc3ccc(C(=O)Nc4ccc(Cl)cc4)cc3)C(=O)NC2=O)cc1	85.6	90.7	72.6	78.0	84.3	67.3	87.6	37.2	62.4
O=C(O)CSCC(=O)Nc1ccccc1Cl	107.9	111.7	105.2	106.4	105.0	116.6	104.2	95.0	102.9
C=CCc1c2c(c(OC)c3ccoc13)C(=O)/C(=C/c1ccc(Cl)cc1)O2	103.0	98.0	107.1	100.0	92.5	102.6	87.0	85.9	97.1
COc1ccc([C@H]2[C@H](C(=O)Nc3cccnc3)c3ccccc3C(=O)N2c2ccccc2)cc1	95.9	91.4	/	97.0	90.5	63.2	49.4	82.4	78.1
Nc1n[nH]c(C(=O)O)n1	116.5&97.7	113.2&105.5	107.0&99.7	114.5&107.3	118.0&99.6	110.5&97.9	105.3&102.6	105.8	105.2&102.2
COc1ccc(C(=O)c2ccc([N+](=O)[O-])cc2)c(OC)c1OC	108.7	101.1	115.0	103.2	99.5	105.0	103.3	92.8	101.7
COc1ccc(/C=C/C(=O)c2ccc(NC(=O)CSc3nnc(-c4ccc(Cl)cc4)o3)cc2)cc1	92.5	98.6	/	99.7	95.8	126.3	79.4	81.0	102.6
N=C(N)N(Cc1ccccc1)c1ccccc1	/	105.4	102.8	101.1	96.8	94.5	83.1	80.6	98.8
O=C1CCC(C(=O)NNCc2ccccc2)N1 (stereo unspecified)	105.7	101.0	104.8	101.5	100.7	110.2	99.2	97.4	96.6
CN1C(=O)C2(SCC(C(=O)NC(C)(C)C)N2C(=O)C2CCCCC2)c2cc(F)ccc21 (stereo unspecified)	89.0	100.7	102.1	94.9	98.0	104.0	102.1	89.5	105.9
C=CCNC(=O)c1cncc(C(=O)O)c1	112.3	107.8	/	116.8	/	112.8	102.9	98.2	97.9
Cc1c(C(=O)NC(Cc2ccccc2)C(O)C(=O)NCc2ccc(F)cc2)[nH]c2ccccc2c1=O (stereo unspecified)	105.0	103.7	100.7	107.0	99.8	111.3	103.9	93.5	102.8
CC(=O)Oc1ccccc1C(=O)Nc1ccc(C(=O)/C=C/c2ccc(F)cc2)cc1	105.4	109.1	108.4	107.5	/	109.8	111.2	100.8	96.0
O=C(O)COc1c(F)cc(F)cc1Cl	105.3	105.9	102.5	112.5	102.2	104.3	81.8	99.3	106.4
Cc1nc2ccccc2n1CC1NC(=S)NC1=O (stereo unspecified)	100.5	106.9	99.9	111.5	96.5	110.5	103.4	91.9	95.0
Cc1ccc(/C=C/C2=NN(c3ccc(-c4ccc(Cl)cc4)nn3)C(c3ccc(C)o3)C2)o1 (stereo unspecified)	87.7	86.8	89.6	86.6	85.4	80.0	68.6	69.8	65.7
O=C(c1ccco1)C(O)c1ccco1 (stereo unspecified)	111.9	117.7	118.9	107.3	103.6	124.9	111.0	/	108.1
CC(C)c1ncc(CO)n1Cc1c(Cl)cccc1Cl	94.3	103.0	99.7	109.6	110.4	89.6	101.9	94.4	97.7
O=C(c1ccccc1)N(C(=O)c1ccccc1)c1ccccc1	103.1	104.6	100.8	95.1	94.2	104.8	92.7	82.2	101.5

Next section
SMILES	NCI-H226	NCI-H460	NCI-H322M	NCI/ADR-RES	NCI-H23	COLO 205	HCT-116	NCI-H522	HCT-15
CCOC(=N)CC(=O)Nc1cccc(C)c1Cl	/	/	/	97.7	/	/	/	/	100.2
CCSc1nc(N)cc(=O)[nH]1	104.9	122.0	112.6	114.6	109.4	100.1	102.2	94.7	102.7
O=c1c2ccccc2nc(-c2ccccc2)n1-c1ccc(S(=O)(=O)Nc2ncccn2)cc1	94.6	108.8	90.9	97.8	85.7	116.0	96.5	76.8	96.6
O=C(NNc1ccc([N+](=O)[O-])cn1)Nc1ccccc1	105.9	/	110.8	111.9	104.8	115.8	101.8	94.3	114.0
Cc1ccc(/C=C2/SC(=S)N(CC(=O)Nc3ncc(Cc4ccccc4)s3)C2=O)cc1	/	101.0	106.3	106.7	105.3	120.6	105.3	105.4	102.0
C=CCSSc1ncnc2c1ncn2C1OC(CO)C(O)C1O (stereo unspecified)	65.0	43.3	33.6	28.4	39.7	25.6	22.4	11.3	47.9
C[n+]1ccccc1/C=N/O	95.8&109.2&99.1	107.3&112.6&109.0	120.0&112.3&103.0	100.7&110.1	101.0&101.2&110.4	122.4&113.0	108.9&90.9&94.5	97.4&86.0&92.3	105.2&106.5&110.1
Cc1cc2cn3c4cccnc4[nH]c(=O)c3c2cc1C	90.3	4.1*	91.8	9.7*	55.7	/	-85.3*	-75.0*	-37.7*

9 neighbouring records already listed, quoted:
SMILES	NCI-H226	NCI-H460	NCI-H322M	NCI/ADR-RES	NCI-H23	COLO 205	HCT-116	NCI-H522	HCT-15
Cc1ccc2c(Cn3cc(CSc4nc5cc(Cl)ccc5o4)nn3)cc(=O)oc2c1	98.0	106.4	107.6	96.3	92.6	109.0	97.8	99.6	102.2
CCC(=O)NN=C(C)C	101.6	100.8	116.6	99.6	95.0	108.5	109.8	102.2	107.0
COc1ccc2cc(C(C)C(=O)Nc3ccc(S(=O)(=O)Nc4nccs4)cc3)ccc2c1 (stereo unspecified)	105.0	110.2	104.2	107.4	101.6	114.4	94.2	71.0	93.5
O=C(Sc1ccc(Cl)cc1)c1ccco1	111.1	/	109.1	103.0	93.8	121.8	102.1	93.8	99.2
COc1ccc(NC(=O)Cn2nncc2CN2C(=O)CSC2=O)cc1	112.2	101.2	102.1	106.7	107.1	103.3	104.5	94.5	104.8
CNc1c(Cl)c(Cl)cc(Cl)c1Cl	104.2	108.2	97.0	102.2	97.3	106.2	101.1	99.0	105.4
CCOc1ccc(CO)cc1	96.4	103.0	115.4	100.8	98.2	108.6	104.3	94.0	102.6
O=C(NNC(=O)c1ccncc1)OCCOCCOC(=O)NNC(=O)c1ccncc1	109.6	101.7	100.6	100.1	99.1	111.5	108.4	92.6	100.0
Cc1ccc(-c2cc(-c3ccc(C)cc3)nc(NCCNc3ccnc4cc(Cl)ccc34)n2)cc1	-59.2*	-68.8*	14.9	-63.1*	-12.0*	-85.8*	-84.5*	-63.6*	-84.9*
